Screens as filed in PubChem.
ALOX15B inhib = blocks human 15-lipoxygenase 2 activity; Potency, µM (doses to about 57.1 µM), without a hit: at the highest dose activity change, negative = inhibition, hits mostly inhibitors; 110,000 compounds, 0.56% hits; purified 15hLO-2, xylenol orange hydroperoxide absorbance; also: potency is read from the fitted curve at half-maximal effect; nearly all actives have a fitted effect of over 60% in size; many of its hits are not listed in these tables
Target sequence (O15296 whole entry, looked up): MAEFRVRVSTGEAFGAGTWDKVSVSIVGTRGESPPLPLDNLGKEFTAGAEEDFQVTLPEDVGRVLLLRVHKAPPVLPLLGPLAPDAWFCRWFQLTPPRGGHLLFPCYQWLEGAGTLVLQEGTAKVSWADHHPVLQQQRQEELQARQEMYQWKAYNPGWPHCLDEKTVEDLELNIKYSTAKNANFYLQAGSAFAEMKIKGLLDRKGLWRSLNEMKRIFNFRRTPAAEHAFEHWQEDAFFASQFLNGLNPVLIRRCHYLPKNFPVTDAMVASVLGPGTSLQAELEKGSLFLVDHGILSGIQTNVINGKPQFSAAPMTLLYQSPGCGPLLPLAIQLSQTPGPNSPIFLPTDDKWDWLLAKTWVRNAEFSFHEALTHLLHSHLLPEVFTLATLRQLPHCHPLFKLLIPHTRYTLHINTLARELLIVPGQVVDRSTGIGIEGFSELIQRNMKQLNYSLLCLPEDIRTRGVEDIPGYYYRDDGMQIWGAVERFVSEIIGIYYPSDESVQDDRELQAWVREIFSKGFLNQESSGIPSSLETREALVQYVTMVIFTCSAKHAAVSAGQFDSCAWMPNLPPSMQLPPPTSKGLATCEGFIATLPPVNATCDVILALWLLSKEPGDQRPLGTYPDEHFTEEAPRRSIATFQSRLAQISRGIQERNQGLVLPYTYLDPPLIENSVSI
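Enzyme 50 nM, AA 45 uM, 25 mM Hepes pH 7.5 + 0.01% Triton X-100; cpd preinc 15 min RT, rxn 90 min RT; stop/detect with 200 uM XO + 300 uM Fe(II) in 50 mM H2SO4, 30 min; A573/A405.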
PNC assembly inh = perinucleolar compartment assembly inhibition; PC3M PTB-GFP, PNC prevalence imaging, 16 h; hits give low values; activity change (PNC), negative = inhibition, % at 10 µM; 140,000 compounds, 3.1% hits;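 active = readout at or below -70, meaning at least 70% loss of cells showing the perinucleolar compartment, a nuclear body marking cancer cells; inconclusive = readout between -30 and a set limit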;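 also: plate controls were DMSO wells for no effect and camptothecin positive control wells for full effect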
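Read-out is percentage of cells bearing a perinucleolar compartment, from automated 20x imaging of fixed, Hoechst-stained PC3M PTB-GFP cells. Cells were seeded 4 h, then exposed 16 h to compound (23 nl of library stock) in duplicate plates.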
ALOX12 inhib = 12-hLO (ALOX12) enzyme inhibition; Potency, µM (doses to about 57.1 µM), without a hit: top-dose activity change, negative = inhibition, hits mostly inhibitors; 150,000 compounds, 0.12% hits; purified 12-hLO, xylenol orange hydroperoxide absorbance; also: potency is read from the fitted curve at half-maximal effect; nearly all actives have a fitted effect of over 55% in size; many of its hits are not listed in these tables
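Xylenol orange chromogenic assay: hydroperoxide from 12hLO oxidises Fe(II), giving red-shifted Fe(III)-XO absorbance. Conditions: 150 nM enzyme, 40 uM arachidonic acid, 25 mM Hepes pH 7.0, 0.01% Triton X-100, 30 min, room temperature.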
IMPase cell inh = IMPase inhibition in cells; P97697; CHO-M1 cells, IP1 accumulation, HTRF TR-FRET ratio; inhibition (IP1 accumulation), % at 46.1 µM; 120,000 tested, under 10 active; AID 901; active = well fitted curve in the direction sought with a large enough effect in the signal ratio, not every such curve was filed as active; inconclusive = small, poorly fitted or top-dose-only effect, or a change in a side signal; inactive = no such curve, though single readings can be large or run the other way; the % refers to the signal ratio;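 also: cells stimulated with carbachol in lithium chloride buffer; plate controls were DMSO basal wells for no effect and reference inhibitor wells for full effect; higher means more IMPase inhibition seen as more IP1 and lower FRET ratio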
Target sequence (P97697 whole entry, looked up): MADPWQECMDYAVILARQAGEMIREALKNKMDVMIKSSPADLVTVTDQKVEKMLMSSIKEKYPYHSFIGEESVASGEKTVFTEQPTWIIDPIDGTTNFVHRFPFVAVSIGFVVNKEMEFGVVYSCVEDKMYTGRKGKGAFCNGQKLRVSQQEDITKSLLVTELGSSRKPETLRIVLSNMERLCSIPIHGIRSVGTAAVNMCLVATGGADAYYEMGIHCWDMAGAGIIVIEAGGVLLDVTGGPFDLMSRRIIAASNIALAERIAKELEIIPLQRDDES
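The IP-One HTRF competitive assay in carbachol-stimulated CHO-M1 cells quantifies cellular IP1. Compounds spanned up to 46 uM final, and activity is expressed as AC50 from concentration-response fits of the ratio and donor data.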
Active calls of the source: *; u = inconclusive; x = no result given; [ ] = dose if it differs, or a comment. Unless noted, calls follow the shape of the dose curve; as a rule, active = well fitted curve in the direction sought with a large enough effect; inconclusive = small, poorly fitted or top-dose-only effect, or another doubt; inactive = no such curve, though single readings can be large; an effect the other way counts as inactive or inconclusive. Unless noted, % is scaled to controls: 0 for no effect and ±100 for the full control effect.

SMILES	ALOX15B inhib	PNC assembly inh	ALOX12 inhib	IMPase cell inh
Cn1c(NC(=O)c2ccccc2NC(=O)C(C)(C)C)nc2ccccc21	1.5%	u	-2.7%	-0.7
COc1ccc(Cc2nnc(NC(=O)C3CCCO3)s2)cc1 (stereo not drawn)	-2.5%	-123.3*	-5.3%	5.9
Cc1cccc(OCC(O)Cn2c(=N)n(CCN3CCOCC3)c3ccccc32)c1 (stereo not drawn)	16.6%	u	1.9%	-7.5
CCOC(=O)c1[nH]c(C)c(C(=O)N2CCOCC2)c1C	0.8%	20.0	2.0%	-10.5
C=CCNC(=O)c1cc([N+](=O)[O-])cc2c(=O)[nH]c(Nc3ccc(Cl)c(Cl)c3)nc12	u	x	-3.6%	x
Cc1ccc2nc(-c3ccc(NC(=O)CCS(=O)(=O)c4ccccc4)cc3)sc2c1	x	6.6	-2.5%	-11.9
CC(=O)Nc1ccc(NC(=O)CN(c2ccc(C34CC5CC(CC(C5)C3)C4)cc2)S(C)(=O)=O)cc1	-10.5%	-28.7	1.6%	-1.0
CCOc1ccc(C(=O)Nc2ccc(NC(=O)c3ccco3)c(Cl)c2)cc1Br	-6.9%	u	-1.1%	u
Cc1ccc(S(=O)(=O)N(CC(=O)O)Cc2ccccc2F)cc1	-1.5%	26.5	0.2%	2.2
CC1(C)Cc2c(sc3nc4n(c(=N)c23)CCC4)CO1	0.8%	13.7	-4.5%	7.5
COC(=O)/C(=C(/F)SCC(C)=O)C(F)(F)F	-4.2%	-25.9	-9.4%	-9.2
CCCCCC(=O)N=Nc1c(O)[nH]c2ccc([N+](=O)[O-])cc12	x	14.4	-1.5%	x
Cc1ccc2cc(CN(CCCO)S(=O)(=O)c3cccc4nsnc34)c(=O)[nH]c2c1C	-0.9%	3.5	-0.1%	-2.2
O=C(NC(=S)Nc1ccccc1N1CCCCC1)c1ccco1	x	10.8	-19.6%	-2.1
CCOc1cc(NC(=O)C2CCCCC2)c(OCC)cc1NC(=O)c1ccco1	2.2%	-14.0	0.1%	3.0
Cc1cc(NC(=O)/C=C/C(=O)N(c2ccccc2C)C(C(=O)NC2CCCC2)c2ccc(F)cc2)no1 (stereo not drawn)	-27.4%	81.9	-0.3%	6.2
Cc1ccc(/C(=N\O)c2oc3c(C)c4oc(=O)cc(C)c4cc3c2C)cc1	x	39.1	-7.9%	15.5
Cc1ccc(CSc2ccc(-c3ccco3)nn2)cc1	x	-26.4	0.0%	-11.6
O=C(Cn1c(-c2cscn2)nc2ccccc21)Nc1ccc(Cl)cc1	x	u	-2.7%	21.8
CC(C)(C)NC(NC(=O)Cc1ccccc1)C(Cl)(Cl)Cl (stereo not drawn)	1.0%	37.2	2.6%	-4.5
COc1ccc(-c2ccc(C#N)c(SCC(=O)Nc3sc4c(c3C#N)CCC4)n2)cc1	-23.3%	-24.2	4.0%	4.8
COc1ccc(OC)c(C2N(c3ccc(Cl)cc3)C(=O)C3CCCN32)c1 (stereo not drawn)	-0.8%	11.8	-8.3%	-21.1
CCOC(=O)C1C(c2cccs2)NC(=O)N(C)C1(O)C(F)(F)F (stereo not drawn)	-23.4%	97.6	-21.0%	1.1
Cc1nn(-c2cccc(Cl)c2)c2nc(C(F)(F)F)[nH]c(=O)c12	x	-3.8	0.3%	3.1
C=CCNS(=O)(=O)c1ccc2nsnc2c1	-3.1%	u	-3.4%	-3.5
CCOCc1cnc(C)nc1NCC(=O)c1c(C)[nH]c2cc(C)ccc12	9.7%	u	1.2%	-9.7
COCCOC(=O)C1=C(C)NC(SCC(=O)NC(C)(C)C)=C(C#N)C1c1ccco1 (stereo not drawn)	0.1%	u	3.3%	2.5
O=C(CN(CCc1ccccc1)C(=O)Cn1nnc(-c2cccs2)n1)NCc1ccco1	-9.6%	36.2	1.5%	-5.0
Cc1ccc(-n2ncc3c(=O)n(CC(=O)N4CCCc5ccccc54)cnc32)cc1C	x	16.6	-2.4%	-3.5
CCC1SC2=NC(C)=C(C(=O)OCCOC)C(/C=C/c3ccccc3OC)N2C1=O (stereo not drawn)	7.8%	53.9	1.5%	5.2
Cc1ccc(-c2nnn(CC(=O)NC3CCN(Cc4ccccc4)CC3)n2)cc1	x	215.5	3.7%	-6.4
CC1(CCC(=O)OC2CCCCC2)OCCO1	-8.2%[11.4 µM]	x	-1.3%[11.4 µM]	x
CCCC/C(C)=N/NC(=O)c1cn(-c2ccccc2)nc1-c1ccccc1	x	-13.6	3.2%	u
O=C(NCCCn1ccnc1)C(Cc1ccc([N+](=O)[O-])cc1)N1C(=O)c2ccccc2C1=O (stereo not drawn)	x	36.3	5.4%	-9.9
Cc1ccc(C(=O)NCC(=O)OCC(=O)c2ccc(C)c([N+](=O)[O-])c2)cc1	x	40.0	-0.9%	-5.9
CCCCOC(=O)Cn1c(=O)oc2ccc(C)cc21	-4.9%	2.9	-1.8%	2.6
CC(C)Sc1n[nH]c2nc3c(c(=O)n12)C1(CCCC1)Cc1ccccc1-3	-17.4%	23.2	-6.9%	u
COc1ccccc1C1CC(=O)Oc2ccc(C(C)(C)C)cc21 (stereo not drawn)	-13.7%[0.0915 µM]	x	0.3%[0.00818 µM]	x
CN(C)c1ccc(NC(=O)Cn2ncn3c(cc4ccccc43)c2=O)cc1	-22.6%	36.4	2.8%	12.3
Cc1oc2ccc(NS(=O)(=O)c3ccc(C(C)(C)C)cc3)cc2c1C(=O)Nc1ccccc1	-18.8%	-27.2	-12.1%	-2.7
Cc1cccc(NC(=S)NCc2ccc(F)cc2)c1	x	-8.6	-28.6%	x
CC(=O)c1ccc(NC(=O)c2ccc(CSc3ccccc3)o2)cc1	x	-5.4	-0.9%	u
CCn1c(CSCc2ccc(C)cc2)nnc1SCC(=O)NCc1ccccc1	-2.4%	48.0	-3.0%	0.7
CC1CCN(C(C(=O)Nc2ccc3c(c2)OCO3)c2ccccc2)CC1 (stereo not drawn)	25.5%	u	-4.8%	7.8
Cc1cc(C(=O)c2ccccc2)c(NC(=O)CCl)s1	x	u	-2.9%	x
CCOC(=O)C(CCCCOc1cccc(CC)c1)C(=O)OCC	x	-4.1	2.7%	x
CN(C(=O)c1ccc2c(Cl)c3c(nc2c1)CCC3)c1ccccc1	x	-12.8	2.0%	x
Cc1ccc2c(c1)c1c3n2CCN[C@H]3CCC1	28.8%	x	-3.3%	-2.9

Reprinted from the part before: 6 compounds, then new ones.
SMILES	ALOX15B inhib	PNC assembly inh	ALOX12 inhib	IMPase cell inh
CCn1c(CSCc2ccc(C)cc2)nnc1SCC(=O)NCc1ccccc1	-2.4%	48.0	-3.0%	0.7
CC1CCN(C(C(=O)Nc2ccc3c(c2)OCO3)c2ccccc2)CC1 (stereo not drawn)	25.5%	u	-4.8%	7.8
Cc1cc(C(=O)c2ccccc2)c(NC(=O)CCl)s1	x	u	-2.9%	x
CCOC(=O)C(CCCCOc1cccc(CC)c1)C(=O)OCC	x	-4.1	2.7%	x
CN(C(=O)c1ccc2c(Cl)c3c(nc2c1)CCC3)c1ccccc1	x	-12.8	2.0%	x
Cc1ccc2c(c1)c1c3n2CCN[C@H]3CCC1	28.8%	x	-3.3%	-2.9
COc1cccc(C2(O)CCN(C(=O)C3CC3)CC2)c1	-0.1%	13.2	-3.2%	6.2
O=S(c1ccsc1)c1ccsc1	4.5%	-8.3	2.1%	-9.7
CCOC(=O)c1ccc2nc(NC(=O)C(C)C)sc2c1	x	25.3	-0.8%	-9.8
CCCCCc1nc2c(C#N)c(-c3ccc(Cl)cc3)ccn2n1	2.3%	48.2	-1.9%	1.2
C1CCCCCC2(CCCCC1)OCC(CN1CCOCC1)O2 (stereo not drawn)	x	u	-1.7%	x
COc1ccc2c(c1)cc1n2CCN=C1NCCO	0.0%	18.8	4.0%	-1.9
COc1ccc(OC)c(NC(=O)C2CCCN(S(=O)(=O)c3c(C)noc3C)C2)c1 (stereo not drawn)	-3.7%	-0.1	-6.9%	9.8
CCOc1ccc(/C=N/NC(=S)Nc2c(C)cccc2C)cc1	u	37.8	-8.6%	5.1
O=C(CSc1nnnn1-c1ccc(O)cc1)Nc1cccc(S(=O)(=O)N2CCCC2)c1	-12.3%	-21.1	-2.1%	2.4
Cc1ccc(SCCC(=O)Nc2ccccc2C(=O)NC(C)C)cc1	x	-12.1	-0.3%	-11.4
Nc1ccccc1S(=O)(=O)O	1.5%	x	-5.5%	x
c1ccc(C(NCCNC(c2ccccc2)c2ccccc2)c2ccccc2)cc1	49.0%[activator]	x	-8.0%	x
COc1ccc(CNC(=O)/C=C/C(=O)O)cc1OC	x	20.3	-0.1%	x
COc1cc2c(cc1O)CC[n+]1cc3c(OC)c(OC)ccc3cc1-2	x	-16.7	-1.7%	x
Cc1ccc(-c2nc(C)sc2CC(=O)OCC(=O)Nc2c(F)cccc2F)cc1	x	27.8	-2.4%	2.4
CCc1ccc(NC(=O)c2cnn3ccccc23)cc1	0.3%	-14.5	1.1%	2.9
COC(=O)c1ccc(CSc2nc3c(cnn3-c3ccc(C)cc3)c(=O)[nH]2)o1	x	54.3	-0.5%	1.3
COc1ccc(/C=C/C(=O)c2ccoc2)cc1	x	75.9	3.8%	6.5
CCOC(=O)N1CCN(S(=O)(=O)c2ccc3[nH]c(=O)sc3c2)CC1	-1.8%	u	3.2%	3.8
CCN(CC)C(=O)C1=C(C)NC(=O)NC1c1c(F)cccc1Cl (stereo not drawn)	1.6%	40.3	0.1%	14.6
CCS(=O)(=O)N1CCC(C(=O)NCc2ccco2)CC1	3.8%	13.4	-1.7%	0.5
COc1cc(O)ccc1C(C)=O	-11.9%	x	-8.4%	x
CC1CCN(C2CCN(S(=O)(=O)c3ccc(F)cc3)CC2)CC1	-4.7%	-19.6	2.3%	19.9
O=C(OCn1ncc(Cl)c(Cl)c1=O)c1ccc(F)cc1	x	75.2	4.3%	-2.7
CC(C)(C)n1nc2c(c1NC(=O)CCCc1ccccc1)CS(=O)C2 (stereo not drawn)	-5.5%	32.0	9.6%	-5.2
Cc1ccc2cccc(NC(=S)NC(=O)c3ccnn3C)c2n1	x	-20.8	-3.8%	u
CCc1c(O)cc2n(c1=O)-c1ccccc1C2(C)C	x	u	-2.1%	-0.7
C#CC[N+]1(CC#Cc2ccc(C)cc2)CCCCC1	x	38.4	2.5%	-3.5
CC12C(=O)N(c3ccccn3)C(=O)C1C1C=CC2C1 (stereo not drawn)	8.4%	u	-0.2%	4.9
Nc1ccc(S(=O)(=O)c2ccc(N)cc2)cc1	-4.3%	4.7	-2.1%	-2.6[20.6 µM]
CS(=O)(=O)N1CCc2cc(C(=O)N3CCCCC3)ccc21	x	-0.6	24.8%	-2.4
CC(=O)Nc1ccc(S(=O)(=O)NCC(C)NS(=O)(=O)c2ccc(NC(C)=O)cc2)cc1 (stereo not drawn)	2.9%[2.29 µM]	-24.7	3.6%	-6.1
CCOC(=O)N1CCN(C(=O)CSCC(=O)Nc2nc(-c3ccc(C)cc3)cs2)CC1	-1.6%	-26.5	-0.3%	0.4
CCC(=O)Nc1cccc(-c2cn3ccsc3n2)c1	-1.0%	u	-1.4%	6.8
CC(=O)Nc1ccccc1OCC(=O)N(Cc1ccccc1)C(C)C	x	15.4	-1.2%	x
CCN(CC)CCNC(=O)Cn1c(C)cc2ccccc2c1=O	1.0%	-21.0	2.3%	5.0
O=C(O)c1cccc(Nc2ncnc3c2cnn3-c2ccccc2)c1	-0.5%	-2.4	2.4%	-5.4
O=C1CC(c2ccccc2)CC2=C1C(c1ccccn1)Nc1ccccc1N2 (stereo not drawn)	-1.9%	-11.0	-3.5%	10.1
CC(C)NC(=O)[C@@H]1C[C@H]1[C@@H](NC(=O)OCc1ccccc1)c1ccccc1	-1.5%	x	-0.5%	x
O=C(C1CCN(S(=O)(=O)c2cccc3nsnc23)CC1)N1CCc2ccccc2C1	-4.6%	21.5	2.1%	4.3

The list is partial; count on the stated rates, not on these rows.
